Peg3 prom inh: inhibitors of Peg3 promoter. HeLa PEG-Prom luciferase reporter, luminescence, overnight. inhibition, % at 20 µM. hit rate 1.7% among 360,000. AID 588405;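 active = inhibition of at least 50% at 20 µM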
hiPSC survival: increases survival of single human iPS cells; hiPSC single-cell survival, ATPlite luminescence; 100% = ROCK inhibitor wells, 0% = DMSO; survival enhancement, % at 20 µM; hit rate 0.044% among 360,000; AID 602274; in the data active = survival enhancement above about 18%;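 also: cells exposed to compounds for 16 hours before the ATP read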
HTR2A ag: activates the mouse 5-HT2A serotonin receptor; P35363; CHO-K1 mHTR2A beta-arrestin complementation, luminescence; percent of 30 µM serotonin response; activation, % at 7.6 µM; hit rate 0.66% among 360,000;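 active = activation above a run cutoff, the mean activation of all tested compounds plus 3 SD, cut at about 14% in these data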;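 also: 0% = plate median of compound wells and 100% = 30 µM serotonin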
Target sequence (P35363 whole entry, looked up): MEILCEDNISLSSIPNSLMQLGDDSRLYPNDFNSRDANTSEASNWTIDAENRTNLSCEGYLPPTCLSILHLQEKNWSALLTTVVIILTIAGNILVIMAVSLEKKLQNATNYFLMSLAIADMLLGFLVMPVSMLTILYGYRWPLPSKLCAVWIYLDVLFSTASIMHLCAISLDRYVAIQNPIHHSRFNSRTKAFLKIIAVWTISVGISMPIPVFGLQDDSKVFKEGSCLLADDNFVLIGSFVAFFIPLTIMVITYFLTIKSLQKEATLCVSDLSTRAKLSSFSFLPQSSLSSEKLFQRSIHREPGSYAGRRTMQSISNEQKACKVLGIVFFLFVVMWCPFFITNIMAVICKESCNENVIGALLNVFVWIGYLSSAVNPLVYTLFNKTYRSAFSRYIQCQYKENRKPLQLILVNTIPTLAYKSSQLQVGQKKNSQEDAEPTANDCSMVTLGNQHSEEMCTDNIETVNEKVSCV
NR2E3 ag-1: activates human photoreceptor nuclear receptor NR2E3 | inhibition of corepressor binding, % at 4.78 µM | Q9Y5X4 | GST-NR2E3/biotin-RetCOR TR-FRET, 1536-well | AID 2300 | hit rate 0.12% among 320,000;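 active = percent inhibition above the cutoff of mean plus 3 SD of all tested compounds, set per screening campaign, cut at about 20% in these data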;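 also: 0% = DMSO wells and 100% = biotin wells as full block of FRET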
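System: GST-NR2E3 and biotin-RetCOR proteins; probe or stimulus: 7 nM biotin-RetCOR; doses: compound at 4.8 µM, single dose; schedule: Compound–protein incubation for 5 h at 4 °C; detection: time-resolved FRET; read-out: percent inhibition; controls: biotin wells as high control, 0.6% DMSO wells as low control; format: 1536-well plates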
H9c2 protect: myocardial damage modulation in H9c2 cells | H9c2 cardiomyocytes, H2O2 injury protection, ATPLite, 2 h | protection from H2O2 cell death, % at 20 µM | hit rate 0.63% among 360,000 | AID 588492;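 active = compounds giving at least 50% protection of heart cells from peroxide-induced death in the single-dose screen, raw or plate-pattern-corrected value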;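 also: 0% = DMSO wells with peroxide and 100% = DMSO wells without peroxide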
PDI turbidity: blocks human protein disulfide isomerase activity | PDI insulin aggregation turbidity, A650, 90 min | hit rate 0.052% among 350,000 | inhibition, % at 10 µM;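 active = mean inhibition across replicates of 30% or more, whatever share of single replicates reach that level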;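 also: absorbance from insulin aggregation driven by PDI reduction with DTT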
Target sequence (P07237 whole entry, looked up): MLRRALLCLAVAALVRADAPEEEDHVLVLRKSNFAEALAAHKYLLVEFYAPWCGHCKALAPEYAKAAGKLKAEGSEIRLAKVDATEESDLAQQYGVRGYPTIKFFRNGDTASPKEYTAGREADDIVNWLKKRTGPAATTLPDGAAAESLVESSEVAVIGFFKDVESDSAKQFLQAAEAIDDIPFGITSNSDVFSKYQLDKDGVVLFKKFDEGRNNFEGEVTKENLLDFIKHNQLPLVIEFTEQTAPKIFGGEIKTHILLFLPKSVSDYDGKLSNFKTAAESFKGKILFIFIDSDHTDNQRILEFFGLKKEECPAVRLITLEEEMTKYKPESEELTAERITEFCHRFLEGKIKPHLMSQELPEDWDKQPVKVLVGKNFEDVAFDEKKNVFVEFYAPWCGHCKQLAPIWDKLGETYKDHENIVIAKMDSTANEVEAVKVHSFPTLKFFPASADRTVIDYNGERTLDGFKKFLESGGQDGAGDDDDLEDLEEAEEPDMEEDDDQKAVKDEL
Shn3 inh set2: Schnurri-3 reporter inhibition in Clone20 osteoblasts | inhibition, % at 12.5 µM | hit rate 0.52% among 360,000 | AID 588674 | Clone20 osteoblast Shn3 3'UTR firefly luciferase, 24 h;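 active = mean inhibition of at least 75% with every replicate also reaching 75%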;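 also: 0% = median of neutral control wells and 100% = pilot-screen positive control compound; some compounds past the cut are filed as inactive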
NR2E3 ag-2: activates human NR2E3 receptor. hit rate 0.35% among 360,000. AID 602229. CHO-S Gal4-NCOR/VP16-NR2E3 two-hybrid, luciferase. Q9Y5X4. inhibition of corepressor binding, % at 3.98 µM;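 active = inhibition above the mean of all tested compounds plus 3 SD, cut at about 70% in these data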;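 also: 0% = DMSO with NR2E3 transfected cells and 100% = cells lacking NR2E3 construct; higher means lower luciferase signal from less NR2E3 corepressor binding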
MITF TRPM1 inh: MITF TRPM1 promoter inhibition in SK-MEL-5 cells; hit rate 0.83% among 330,000; inhibition, % at 12.5 µM; AID 488899; SK-MEL-5 TRPM1 promoter luciferase, 24 h;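 active = mean inhibition across replicates of 60% or more, whatever share of single replicates reaches that level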; also: values of inactives mirror those of a sister screen read the other way
CaV13 FRET inh: Disruptors of the CACNA1D IQ motif to Ca2+-dependent inactivation inhibitor domain association, primary screening, Förster resonance energy transfer in intact living …. HEK cells, CFP/YFP FRET ICDI-IQ, plate reader, 10 min; percent FRET-ratio fall versus neutral wells. inhibition, % at 12.3 µM. hit rate 0.098% among 340,000;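 active = mean replicate inhibition of at least 30% and at least 1% of replicates passing that level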;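 also: 0% = median of the neutral control wells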
HIF-2a inh: HIF-2a inhibition; 786-0 RCC cells HIF-2a reporter, luciferase luminescence, overnight; inhibition, % at 18.8 µM; hit rate 0.72% among 360,000;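 active = inhibition of the luminescence signal of 40% or more relative to plate controls, in a single-dose primary screen at 18.75 µM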
Starred values were filed as active, the others as inactive; · = not tested or not shown.

Sequence of screens: Peg3 prom inh	hiPSC survival	HTR2A ag	NR2E3 ag-1	H9c2 protect	PDI turbidity	Shn3 inh set2	NR2E3 ag-2	MITF TRPM1 inh	CaV13 FRET inh	HIF-2a inh
#1 COc1cccc(NC(=O)c2c(F)cccc2F)c1
 : -178.3	1.5	-0.4	3.2	-2.8	5.4	-36.7	-58.2	-44.4	-8.2	-184.5
#2 COCCNc1nc(C)cc(-c2cc(C(=O)NC3CCCC3)on2)n1
 : -16.8	-1.1	-1.2	-1.6	7.4	-0.4	11.9	-40.2	7.5	-4.9	8.7
#3 Cc1cc(C)c2c(=O)[nH]n(C3CC(C)N(C)CC3C)c2n1 (stereo not drawn)
 : 2.1	4.2	2.6	-0.1	0.4	-2.4	8.2	4.7	17.2	-5.4	14.1
#4 COCCN(CC(=O)Nc1cccc(C)c1C)C(=O)Cc1ccsc1
 : -7.4	-0.2	-3.2	·	-0.6	11.5	-3.4	33.0	16.6	-3.3	7.9
#5 C[N+]12CCCCC1[C@@H](CO)CCC2 (stereo partly drawn)
 : 6.2	-0.5	4.1	-0.4	1.6	-3.9	·	-4.7	5.7	-6.4	2.5
#6 CCN(CC)C(=O)CSc1nnc([C@@H](NC(=O)OC(C)(C)C)C(C)C)o1
 : 34.5	0.3	6.9	-3.1	-0.5	4.7	0.6	16.8	-1.8	-4.6	15.1
#7 CN(C)c1c(F)cc(C(=O)NCc2ccccc2)cc1F
 : 5.0	-0.1	5.3	-2.8	5.9	-2.2	-5.1	-3.9	-7.7	-4.4	6.2
#8 CC(C)(C)C1CCC(C(=O)NCC(c2cccs2)N2CCOCC2)CC1 (stereo not drawn)
 : 18.9	0.4	2.0	0.9	-2.1	-13.3	5.7	9.4	1.3	·	-0.9
#9 CCOC(=O)C1(C)CCN1C(=O)c1oc2ccccc2c1C (stereo not drawn)
 : -30.4	5.3	3.3	·	-5.3	-3.9	4.4	23.0	·	-9.7	-31.7
#10 O=C(NCCN1CCCCCC1)C1CCCN1S(=O)(=O)c1cccc2nsnc12 (stereo not drawn)
 : 12.6	-0.5	-0.6	-3.0	-0.2	6.2	-6.9	-4.0	-5.0	-6.2	15.9
#11 CCCOC(=O)c1ccc(-c2ccc(C=O)o2)cc1
 : -167.7	-1.2	9.0	-0.7	-16.4	-6.5	-139.4	-148.5	-25.4	-4.9	-84.0
#12 Cc1c(/C=N\NC(=O)c2cc3ccccc3o2)c2ccccc2n1C
 : -17.0	-0.6	-4.9	3.2	26.4	-2.6	3.4	-27.9	18.6	-1.1	-55.6
#13 COc1ccc(N2CCN(CCNC(=O)c3c(C)cc(=O)oc3C)CC2)cc1
 : -2.7	9.4	0.5	2.7	11.8	-0.4	8.3	-30.7	-8.1	-4.7	6.6
#14 O=C(CCc1c[nH]c2ccccc12)N1CCN(S(=O)(=O)c2ccccc2)CC1
 : 24.1	-0.4	-3.2	-0.8	-3.1	7.8	-0.8	1.9	-7.0	-15.8	4.1
#15 CC(C)C[C@H]1CNC(=O)C(=O)N1C[C@@H]1CCCN1C[C@H](Cc1ccccc1)N1C[C@H](Cc2ccccc2)N(CC2CCCCC2)C(=O)C1=O
 : ·	0.1	-8.2	·	·	·	·	-9.9	·	-5.8	-1.5

Later entries
Sequence of screens: Peg3 prom inh	hiPSC survival	HTR2A ag	NR2E3 ag-1	H9c2 protect	PDI turbidity	Shn3 inh set2	NR2E3 ag-2	MITF TRPM1 inh	CaV13 FRET inh	HIF-2a inh
#16 NS(=O)(=O)c1ccc2ccccc2c1
 : -4.5	-0.4	-1.1	0.2	8.6	-4.3	-15.4	-17.0	-4.2	-3.1	5.9
#17 CCN(CC)S(=O)(=O)c1cc([N+](=O)[O-])ccc1NNC(=O)Nc1ccc(Cl)c(Cl)c1
 : 48.6	0.9	3.7	3.4	-24.7	-0.6	·	-10.3	38.3	-3.8	13.7
#18 OCCN(Cc1ccccc1)Cc1ccc(F)c(F)c1
 : 6.9	-0.5	-2.6	-2.5	-2.6	2.0	-11.6	-3.8	-6.7	-7.0	2.7
#19 c1csc(-c2csc3ncnc(NCCCN4CCOCC4)c23)c1
 : 26.5	5.0	-2.0	1.9	-12.9	5.0	79.2	-7.4	5.3	-11.3	1.8
#20 COc1ccc(-n2c(SCc3nnc(-c4ccccc4)o3)nnc2-c2ccccc2)cc1
 : 33.4	1.0	-3.5	3.5	2.0	-4.3	-0.6	-7.2	0.8	-4.2	1.4
#21 Cc1cccc(N(C(=O)CCC(=O)Nc2cc(C)on2)C(C(=O)NC2CCCC2)c2ccncc2)c1 (stereo not drawn)
 : -2.2	0.8	-2.6	-0.8	7.1	-4.8	1.9	-1.1	1.3	-3.7	18.0
#22 CCc1cc2c(=O)n(-c3ccccc3)c(=S)[nH]c2s1
 : -3.1	-2.9	4.6	23.0*	0.8	15.3	4.3	-4.6	0.7	-8.3	-12.6
#23 CN(c1cccc2cccnc12)S(=O)(=O)c1ccccc1
 : -9.6	-0.3	-5.6	0.2	-6.1	7.9	-3.8	-9.4	-5.6	-6.3	-10.3
#24 CC(=O)Nc1cccc(OCc2ccc(F)cc2)c1
 : -28.6	-1.5	-0.9	-1.1	1.5	-2.9	-4.4	-32.9	-17.0	-6.4	-107.1
#25 COc1ccc(/C=N/n2c(C)nc3ccccc3c2=O)cc1OC
 : -21.7	-0.5	0.8	-3.3	4.5	1.8	-0.5	-8.3	1.4	-2.6	-18.4
#26 CC(C)c1ccc(NC(=O)N2CCN(S(=O)(=O)c3ccccc3)CC2)cc1
 : 18.6	-1.3	-4.4	0.9	1.8	-4.2	-7.3	12.8	-1.4	-6.6	18.8
#27 O=C(Cc1ccc(Cl)cc1)Nc1ncccn1
 : 4.0	1.7	-1.2	-2.4	4.3	-3.3	1.0	-3.4	-21.3	3.5	-5.8
#28 Cc1cc(N/C=C/C(=O)c2ccc(Br)cc2)no1
 : -337.0	0.2	1.1	7.2	-6.4	-4.5	-64.0	-22.7	-102.7	-9.4	-235.3
#29 COc1ccc(N2CCN(Cc3nc4ccsc4c(=O)[nH]3)CC2)cc1
 : -1.2	-3.8	1.6	-1.8	3.3	-1.7	1.5	-14.3	13.0	-2.5	11.4
#30 COc1cccc(C(=O)NC(=S)Nc2ccc(N(C)C)cc2)c1
 : -231.5	-0.8	-0.9	-2.8	-3.7	3.5	-149.5	-69.3	-87.5	-2.3	-272.4

2 entries from above, in transposed form:
16	NS(=O)(=O)c1ccc2ccccc2c1
17	CCN(CC)S(=O)(=O)c1cc([N+](=O)[O-])ccc1NNC(=O)Nc1ccc(Cl)c(Cl)c1

Compound	16	17
Peg3 prom inh	-4.5	48.6
hiPSC survival	-0.4	0.9
HTR2A ag	-1.1	3.7
NR2E3 ag-1	0.2	3.4
H9c2 protect	8.6	-24.7
PDI turbidity	-4.3	-0.6
Shn3 inh set2	-15.4	·
NR2E3 ag-2	-17.0	-10.3
MITF TRPM1 inh	-4.2	38.3
CaV13 FRET inh	-3.1	-3.8
HIF-2a inh	5.9	13.7

The listing continues.
Sequence of screens: Peg3 prom inh	hiPSC survival	HTR2A ag	NR2E3 ag-1	H9c2 protect	PDI turbidity	Shn3 inh set2	NR2E3 ag-2	MITF TRPM1 inh	CaV13 FRET inh	HIF-2a inh
#31 Cc1n[nH]c(C)c1CS(=O)(=O)c1ccccc1
 : 11.9	1.0	-2.3	4.2	0.9	13.2	-12.8	6.3	7.2	-4.0	11.9
#32 CCSc1nnc(NC(=O)c2ccc(F)c(S(=O)(=O)N3CCOCC3)c2)s1
 : 5.8	-0.4	-1.4	0.1	4.3	-0.6	-12.5	-26.7	-4.9	-6.2	-9.6
#33 COc1cc(/C(C)=N/N2CCOCC2)cc(OC)c1OC
 : 3.0	4.7	-2.7	0.5	2.3	-7.7	2.3	8.8	-3.1	-7.0	15.0
#34 CC(C)(CNC(=O)c1cccc(S(=O)(=O)Nc2ccc(SC(F)F)cc2)c1)N1CCOCC1
 : 17.3	-0.3	-6.4	·	-3.1	8.0	-1.5	-3.4	2.0	-4.9	4.4
#35 COC(=O)CSc1nnc(CNc2ccc(F)cc2)o1
 : 10.2	-0.7	3.7	2.0	2.9	-1.7	1.9	0.6	-2.8	-5.3	9.5
#36 O=C(NCc1cccs1)C1CCCN(S(=O)(=O)c2ccc3c(c2)OCO3)C1 (stereo not drawn)
 : 2.5	-1.8	-4.2	-0.4	-9.3	-7.7	-6.9	-6.6	12.8	-4.5	15.6
#37 CC1CN(C(=S)Nc2ccccc2)N(c2ccccc2)C1 (stereo not drawn)
 : 0.9	-0.7	2.7	0.3	5.3	-8.6	12.3	-0.7	4.3	1.0	11.3
#38 Cc1ccc(N2C(S)=C(C#N)C(=O)NC23CCCCC3)cc1
 : -11.6	-1.4	2.9	-3.7	4.6	-9.4	6.1	-28.7	0.1	-1.9	-0.1
#39 O=C(COC(=O)c1ccc(O)cc1)Nc1cc(C(F)(F)F)ccc1N1CCOCC1
 : 9.5	-0.6	1.3	1.6	-3.2	-1.6	0.2	15.2	-2.5	-3.0	9.2
#40 COc1ccc(C2CC2/C(=N/OC(=O)c2cccs2)c2ccccc2)cc1 (stereo not drawn)
 : -146.4	5.2	2.6	2.9	-26.1	-13.0	-80.6	-79.7	-45.2	-0.3	-207.6
#41 Cc1ccc(N2C(=O)N(CC(=O)Nc3ccc(C)c(C)c3[N+](=O)[O-])C(=O)C2C)cc1 (stereo not drawn)
 : 16.7	6.5	4.1	4.8	-2.7	9.1	1.7	-25.8	14.7	-2.1	-3.6
#42 Cc1csc(NC(=O)CSc2nnc(C)s2)n1
 : -3.7	-3.9	-0.3	1.5	23.5	0.3	-11.9	0.8	6.2	-5.1	-25.4
#43 COc1cccc(CNS(=O)(=O)c2cc3c(cc2Cl)NC(=O)CO3)c1
 : 1.1	0.7	-7.9	2.5	10.8	·	0.5	2.4	·	-6.2	-8.9
#44 O=C(O)C1CCCCC1C(=O)Nc1ccc(OCc2ccccc2)cc1 (stereo not drawn)
 : -56.1	0.8	-0.3	0.0	-2.5	-0.8	-2.0	-42.2	-12.3	-9.5	-79.9
#45 COc1ccc(C(=O)COc2ccccc2N2C(=O)C3C4C=CC(C4)C3C2=O)cc1 (stereo not drawn)
 : -146.5	1.8	-1.8	1.8	6.5	-0.8	-10.2	-73.4	-26.3	-1.9	-172.3
#46 CC(C)CN(C(=O)CN1C(=O)C2CCCCC2C1=O)c1c(N)n(Cc2ccccc2)c(=O)[nH]c1=O (stereo not drawn)
 : -0.1	-0.3	6.6	-1.4	-2.6	-0.7	2.4	-3.6	-1.6	-6.1	15.4

Screens (PubChem)
